Screening results as filed in PubChem.
Glioma ERSR ind = ER stress response induction in glioma. 420,000 tested, 0.02% active. AID 602332. Potency, µM, for the others: at the highest dose activation, usual class: activators. U87-MG GRP78 promoter luciferase reporter, 16 h; also: potency is read from the fitted curve at half-maximal effect; series mostly up to about 76 µM; % of control where 0% means no effect; nearly all actives have a fitted effect of over 35% in size
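ERSR induction read as luciferase luminescence (Bright-Glo, 10 min at room temperature) in stably transfected human U87-MG glioma cells exposed to compounds for 16 h, using GRP78 as sensor.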
LDHA inh = blocks human lactate dehydrogenase A; purified LDHA, NADH/diaphorase-resazurin fluorescence; active compounds read low; AID 1347041; 480,000 tested, 0.15% active; activity change, % (values are at about 110 or 230 µM); in the data active = activity change below about -30%; inconclusive = mostly about -25% to -30%;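 also: plate controls were DMSO wells for no effect and wells without enzyme for full effect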
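Resorufin fluorescence (ex540/em590), read at 0 and 20 min after diaphorase/resazurin addition, reports the NADH left after a 5 min room-temperature reaction of 2 nM human LDH5 with 0.06 mM NADH and 0.2 mM pyruvate.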
TrxR1 substrate = rat thioredoxin reductase 1 substrate activity; Potency, µM (titrated, usually from 114 µM), for the others: top-dose activity change, negative = substrate turnover; purified TrxR1 substrate turnover, NADPH consumption readout; AID 588456; 390,000 tested, 0.01% active; also: potency is read from the fitted curve at half-maximal effect; % is scaled to controls: 0 for no effect and ±100 for the full control effect; nearly all actives have a fitted effect of over 50% in size
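Rat TrxR1, dispensed at 90 nM, was prereduced with 400 uM NADPH (final) for 5 min at ~22 deg C, then incubated with compound 15 min before 400 uM selenite. A first-read NADPH fluorescence drop versus no-compound background flagged substrates.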
RGS4 inhibitor = blocks human RGS4-accelerated GTP hydrolysis; P49798; Transcreener GDP fluorescence polarization, RGS4-accelerated GTP hydrolysis; 390,000 tested, 0.039% active; Potency, µM (doses to about 114 µM), inactives show at the highest dose activity change, negative = inhibition, most hits filed as inhibitors; also: potency is read from the fitted curve at half-maximal effect; % is scaled to controls: 0 for no effect and ±100 for the full control effect; nearly all actives have a fitted effect of over 75% in size; some results filed as inactive show a strong effect at the top dose
Target sequence (P49798 whole entry, looked up): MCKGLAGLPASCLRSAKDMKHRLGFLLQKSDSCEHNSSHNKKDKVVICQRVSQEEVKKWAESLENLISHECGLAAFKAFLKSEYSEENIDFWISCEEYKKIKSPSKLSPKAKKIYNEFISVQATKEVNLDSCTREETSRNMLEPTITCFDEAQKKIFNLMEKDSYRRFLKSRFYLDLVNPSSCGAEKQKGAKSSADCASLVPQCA
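MLSMR compounds (23 nl, pin-transferred) preincubated 10 min at room temperature with a 500nM (2x) first reagent, then RGS4 at 900nM (2x) plus Transcreener GDP mix added; fluorescence polarization (620/688 nm) read before and after 90 min at 30 °C.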
Vif-APOBEC3G blk = Vif-A3G binding inhibition; Q9HC16; HeLa A3G-eYFP + Vif (tagged APOBEC3G with the HIV-1 protein that degrades it), YFP fluorescence, overnight; Potency, µM (series often up to 46.1 µM), without a hit: at the highest dose activity, negative = active, usual class: inhibitors; 410,000 tested, 0.076% active; AID 602310;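 also: potency is read from the fitted curve at half-maximal effect; % is scaled to controls: 0 for no effect and ±100 for the full control effect; nearly all actives have a fitted effect of over 60% in size; hits raise eYFP signal because A3G escapes Vif-driven loss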
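Read-out is eYFP fluorescence (Ex 488/Em 500-530) from Vif-expressing HeLa A3G-eYFP cells; more signal means A3G escaped Vif-mediated degradation. Cells plated overnight, compound pinned in, incubated overnight at 37 deg C.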
Vif-A3F inh = blocks the Vif interaction with APOBEC3F; HeLa A3F-eYFP + Vif (tagged APOBEC3F with the HIV-1 protein that degrades it), YFP fluorescence increase; Potency, µM (series often up to 46.1 µM), without a hit: at the highest dose activity, negative = active; 390,000 tested, 0.2% active; AID 602313; also: potency is read from the fitted curve at half-maximal effect; % of control where 0% means no effect; nearly all actives have a fitted effect of over 65% in size
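HeLa cells stably expressing Vif plus C-terminally eYFP-tagged A3F were seeded, incubated overnight at 37 deg C, dosed with compound, incubated overnight again at 37 deg C. Yellow fluorescence (Ex 488/Em 500-530) reported blocked Vif-mediated A3F-eYFP degradation.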
USP1 inh = blocks the human USP1/UAF1 deubiquitinase complex | Potency, µM (titrated, usually from 57.1 µM), for inactives: at the highest dose activity change, negative = inhibition, usual class: inhibitors | 390,000 tested, 0.23% active | AID 743255 | recombinant USP1/UAF1, Ub-Rhodamine cleavage fluorescence | O94782; also: potency is read from the fitted curve at half-maximal effect; % is scaled to controls: 0 for no effect and ±100 for the full control effect; nearly all actives have a fitted effect of over 60% in size; inactives centre near -12
Target sequence (O94782 whole entry, looked up): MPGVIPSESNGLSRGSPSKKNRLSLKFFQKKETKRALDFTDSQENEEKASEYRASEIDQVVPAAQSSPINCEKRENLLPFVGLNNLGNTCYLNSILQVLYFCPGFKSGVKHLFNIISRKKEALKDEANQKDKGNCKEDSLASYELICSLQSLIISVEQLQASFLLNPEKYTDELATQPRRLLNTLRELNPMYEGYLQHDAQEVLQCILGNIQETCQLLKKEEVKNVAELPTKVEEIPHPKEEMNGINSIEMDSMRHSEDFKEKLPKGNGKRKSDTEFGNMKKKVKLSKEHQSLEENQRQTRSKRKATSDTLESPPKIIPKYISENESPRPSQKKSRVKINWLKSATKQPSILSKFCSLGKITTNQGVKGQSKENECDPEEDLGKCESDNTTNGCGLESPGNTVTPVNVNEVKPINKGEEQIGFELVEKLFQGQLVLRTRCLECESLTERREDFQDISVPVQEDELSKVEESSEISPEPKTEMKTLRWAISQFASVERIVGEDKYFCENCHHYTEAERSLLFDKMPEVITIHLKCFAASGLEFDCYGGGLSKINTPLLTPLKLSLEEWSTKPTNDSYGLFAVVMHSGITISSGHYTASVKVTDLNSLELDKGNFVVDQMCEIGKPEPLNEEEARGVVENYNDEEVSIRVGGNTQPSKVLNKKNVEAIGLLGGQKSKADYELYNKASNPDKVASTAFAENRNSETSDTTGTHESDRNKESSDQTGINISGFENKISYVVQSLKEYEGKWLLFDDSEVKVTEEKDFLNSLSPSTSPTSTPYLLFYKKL
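In this screen, compounds sit with the deubiquitinase complex (1nM) for 15 min at room temperature before Ub-Rho is added at 150nM final. Fluorescence rise is then followed for 6 reads every 60 seconds.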
IDH1 R132H inh = blocks human mutant IDH1 R132H enzyme. Potency, µM (series often up to 76.6 µM), inactives show top-dose activity change, negative = inhibition, usual class: inhibitors. IDH1-R132H enzyme, NADPH consumption, diaphorase/resazurin fluorescence. 390,000 tested, 0.093% active. AID 602179. O75874; also: potency is read from the fitted curve at half-maximal effect; % is scaled to controls: 0 for no effect and ±100 for the full control effect; nearly all actives have a fitted effect of over 65% in size
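IDH1-R132H (0.5 ug/mL) preincubated 30 min with compound, then NADPH (0.016 mM) and alpha-KG (2 mM) added; 80 min at RT, pH 7.5. Remaining NADPH coupled via diaphorase/resazurin to fluorescence (540/590 nm); concentration-response curves normalized to no-enzyme control.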
TrxR1 inh = inhibitors of rat thioredoxin reductase 1 | Potency, µM (highest dose often 114 µM), for the others: top-dose activity change, negative = inhibition, most hits filed as inhibitors | AID 588453 | 390,000 tested, 1% active | recombinant rTrxR1, NADPH fluorescence consumption, selenite substrate | O89049; also: potency is read from the fitted curve at half-maximal effect; % is scaled to controls: 0 for no effect and ±100 for the full control effect; nearly all actives have a fitted effect of over 65% in size
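Rat TrxR1 (90 nM in the dispensed reagent) was pre-reduced with 400 uM NADPH for 5 min at room temperature, then incubated with compound for 15 min. After 400 uM selenite was added, NADPH fluorescence (Ex 340/Em 450 nm) was followed for 8 min.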
Starred values were filed as active, the others as inactive; & = joins results of further samples; [ ] = another dose, or the depositor's remark. Unless noted, calls follow the shape of the dose curve; as a rule, active = well fitted curve in the direction sought with a large enough effect; inconclusive = small, poorly fitted or top-dose-only effect, or another doubt; inactive = no such curve, though single readings can be large; an effect the other way counts as inactive or inconclusive. Some of the compounds tested; rates above refer to the full screens.

Screening COc1ccc(-c2ccc(S(=O)(=O)N3CCCC3)cc2)cc1 returned Glioma ERSR ind 1%, LDHA inh -3, TrxR1 substrate 12%, RGS4 inhibitor -16%, Vif-APOBEC3G blk 3%, Vif-A3F inh inconclusive, USP1 inh -25%, IDH1 R132H inh 3% and TrxR1 inh 22%.
For Cc1ccc(S(=O)(=O)Nc2ccc3c(c2)C(=O)N([C@@H](C)CO)C[C@@H](C)[C@@H](CN(C)S(=O)(=O)c2ccccc2)OCCCC[C@H](C)O3)cc1 the results were Glioma ERSR ind 0%, LDHA inh -1, Vif-APOBEC3G blk -1%, Vif-A3F inh -1%, USP1 inh -18% and IDH1 R132H inh 14%.
For O=[N+]([O-])c1nn(-c2ccc3c(c2)OCCO3)n(O)c1=NC1CCCCC1 the results were Glioma ERSR ind -3%, LDHA inh -6, TrxR1 substrate 1%[57.1 µM], RGS4 inhibitor 25%, Vif-APOBEC3G blk 1%, Vif-A3F inh 1%, USP1 inh -6%, IDH1 R132H inh 3% and TrxR1 inh -6%[57.1 µM].
Screening O=C(O)/C=C/C(=O)Nc1cccc(C(F)(F)F)c1 returned Glioma ERSR ind 0%, LDHA inh -1, TrxR1 substrate 1%[57.1 µM], RGS4 inhibitor -4%, Vif-APOBEC3G blk 3%, Vif-A3F inh 7%, USP1 inh 4%, IDH1 R132H inh 8% and TrxR1 inh -5%[57.1 µM].
For Cc1ccccc1OCC(=O)N/N=C/C=C/c1ccccc1 the results were Glioma ERSR ind -1%, LDHA inh -2, TrxR1 substrate -2%, RGS4 inhibitor 3%[11.4 µM], Vif-APOBEC3G blk -8%, Vif-A3F inh 10%, USP1 inh -24%, IDH1 R132H inh -1% and TrxR1 inh 5%.
For CC(C)Cn1cnc2c(SCc3ccccn3)nc(N)nc21 the results were Glioma ERSR ind 0%, LDHA inh -9, TrxR1 substrate -7%, RGS4 inhibitor -5%, Vif-APOBEC3G blk -6%, Vif-A3F inh -1%, USP1 inh -5%, IDH1 R132H inh -8% and TrxR1 inh -17%.
COc1ccc(C2=NOC(C(=O)NCc3ccccn3)C2)cc1 (stereo not given) was read as Glioma ERSR ind 0%, LDHA inh -6, TrxR1 substrate -7%, RGS4 inhibitor -45%[56.9 µM], Vif-APOBEC3G blk -13%, Vif-A3F inh -6%, USP1 inh -20%, IDH1 R132H inh -5% and TrxR1 inh -3%.
CCOC(=O)N1CCN(C(=O)CNC(=O)c2ccccc2F)CC1 was read as Glioma ERSR ind 2%, LDHA inh -6, TrxR1 substrate 2%, RGS4 inhibitor 5%, Vif-APOBEC3G blk 0%, Vif-A3F inh 3%, USP1 inh -15%, IDH1 R132H inh -8% and TrxR1 inh 18%[57.1 µM].
`COc1cccc(-c2nc(C(=O)NCCCN3CCOCC3)cc3c2[nH]c2ccccc23)c1` gave Glioma ERSR ind 0%, LDHA inh -1, TrxR1 substrate 33%, RGS4 inhibitor -40%, Vif-APOBEC3G blk 0%, Vif-A3F inh -2%, USP1 inh -21%, IDH1 R132H inh 7% and TrxR1 inh 11%.
Cc1ccc2[nH]c(=O)c3cc(C(=O)NCCc4ccc(Cl)cc4)sc3c2c1 was read as Glioma ERSR ind -3%, LDHA inh -5, TrxR1 substrate 7%, RGS4 inhibitor -7%, Vif-APOBEC3G blk 1%, Vif-A3F inh 1%, USP1 inh 5%, IDH1 R132H inh -14% and TrxR1 inh 10%.
For COC(=O)NCN1C(=O)C2C3C=CC(C3)C2C1=O (stereo not given) the results were Glioma ERSR ind -4%, LDHA inh -8, TrxR1 substrate 0%, RGS4 inhibitor 2%, Vif-APOBEC3G blk 0%, Vif-A3F inh -3%, USP1 inh -23%, IDH1 R132H inh -3% and TrxR1 inh 21%.
`CCC1CCCCN1CCCNC(=O)c1cn(C)c2ccc(S(=O)(=O)N(C)C3CCCCC3)cc2c1=O` (stereo not given) gave Glioma ERSR ind -5%&-4%, LDHA inh -8&-5, TrxR1 substrate -3%&-3%, RGS4 inhibitor 1%&22%, Vif-APOBEC3G blk -1%&5%, Vif-A3F inh 6%&3%, USP1 inh -8%&-11%, IDH1 R132H inh 0%&0% and TrxR1 inh 20%&14%.
Screening COc1ccccc1/C=C1\SC(=S)N(CCC(=O)NNC(=O)c2ccccc2O)C1=O returned Glioma ERSR ind -6%, LDHA inh -2, TrxR1 substrate -9%, RGS4 inhibitor -2%, Vif-APOBEC3G blk -5%, Vif-A3F inh 9%, USP1 inh -9%, IDH1 R132H inh -1% and TrxR1 inh -7%.
For CCCn1c(C)cc(C(=O)COC(=O)CN=C2NS(=O)(=O)c3ccccc32)c1C the results were Glioma ERSR ind -1%, LDHA inh 2, TrxR1 substrate -7%, RGS4 inhibitor -3%, Vif-APOBEC3G blk -7%, Vif-A3F inh -1%, USP1 inh -13%, IDH1 R132H inh 2% and TrxR1 inh -6%.
`CC(=O)c1cccc(S(=O)(=O)N(Cc2cc3cc4c(cc3[nH]c2=O)OCCO4)CC2CCCO2)c1` (stereo not given) gave Glioma ERSR ind -2%, LDHA inh -3, TrxR1 substrate 10%, RGS4 inhibitor 15%, Vif-APOBEC3G blk -1%, Vif-A3F inh -6%, USP1 inh -13%, IDH1 R132H inh 3% and TrxR1 inh 6%.
Screening CCOC(=O)C1C(=O)OC(C)(C)C1C(CC)C(=O)c1c(C)cc(C)cc1C (stereo not given) returned Glioma ERSR ind -6%, LDHA inh 0, TrxR1 substrate -2%, RGS4 inhibitor 8%, Vif-APOBEC3G blk 1%, Vif-A3F inh -25%, USP1 inh -26%, IDH1 R132H inh 4% and TrxR1 inh 4%.
For CCOCCCNS(=O)(=O)c1ccc(NC(=O)C2CC(=O)N(c3ccc(C)cc3)C2)cc1 (stereo not given) the results were Glioma ERSR ind -2%, LDHA inh -7, TrxR1 substrate 5%, RGS4 inhibitor -15%, Vif-APOBEC3G blk 0%, Vif-A3F inh 6%, USP1 inh -15%, IDH1 R132H inh -6% and TrxR1 inh 15%.
`CC(=O)Nc1ccc(C(=O)n2nc(C)cc2C)cc1` gave Glioma ERSR ind 2%, LDHA inh -1, TrxR1 substrate 3%, RGS4 inhibitor -19%, Vif-APOBEC3G blk 0%, Vif-A3F inh 1%, USP1 inh -9%, IDH1 R132H inh 0% and TrxR1 inh 8%.
`CCOC(=O)CC(NC(=O)CCc1c(C)nc2nc(C)nn2c1C)c1ccc(OC(C)C)cc1` (stereo not given) gave Glioma ERSR ind -5%, LDHA inh 0, TrxR1 substrate 3%, RGS4 inhibitor -3%, Vif-APOBEC3G blk -3%, Vif-A3F inh -12%, USP1 inh -6%, IDH1 R132H inh 10% and TrxR1 inh 14%.
Cc1ccc(NC(=O)C(C)NC(=O)OCc2ccccc2)cc1C (stereo not given) was read as Glioma ERSR ind -3%, LDHA inh -2, TrxR1 substrate -8%[0.0914 µM], RGS4 inhibitor 6%, Vif-APOBEC3G blk -1%, Vif-A3F inh 9%, USP1 inh -5%, IDH1 R132H inh 1% and TrxR1 inh 30%.
`O=C1C(=C(I)I)c2ccccc2-c2ccccc21` gave Glioma ERSR ind -14%, LDHA inh 40, TrxR1 substrate -29%[57.1 µM], RGS4 inhibitor inconclusive, Vif-APOBEC3G blk -20%, Vif-A3F inh 10%, USP1 inh 28µM*, IDH1 R132H inh 20% and TrxR1 inh 0.89µM*.
COc1cccc(-c2cc(C(=O)NCCCn3ccnc3)c3ccccc3n2)c1 was read as Glioma ERSR ind -3%, LDHA inh -2, TrxR1 substrate -1%, RGS4 inhibitor -6%, Vif-APOBEC3G blk 1%, Vif-A3F inh 4%, USP1 inh -17%, IDH1 R132H inh 1% and TrxR1 inh -4%.
CC1CCN(C(=O)CSc2n[nH]c(-c3cccs3)n2)CC1 was read as Glioma ERSR ind 4%, LDHA inh -6, TrxR1 substrate 0%, RGS4 inhibitor -30%, Vif-APOBEC3G blk 2%, Vif-A3F inh 7%, USP1 inh -10%, IDH1 R132H inh -7% and TrxR1 inh -3%.
Screening COC(=O)c1ccc(N)cc1O returned Glioma ERSR ind -2%, LDHA inh -2, TrxR1 substrate -2%, RGS4 inhibitor 20%, Vif-APOBEC3G blk 0%, USP1 inh 7%, IDH1 R132H inh 3% and TrxR1 inh 1%.
`Cc1cccc(C)c1OCC(=O)N/N=C/c1cccnc1` gave Glioma ERSR ind -1%, LDHA inh -8, TrxR1 substrate 3%, RGS4 inhibitor -3%, Vif-APOBEC3G blk -5%, Vif-A3F inh -2%, USP1 inh 0%, IDH1 R132H inh 5% and TrxR1 inh 11%.
Screening CCN1CCCc2cc(CN(CCN3CCOCC3)C(=S)Nc3ccc(OC)c(OC)c3)ccc21 returned Glioma ERSR ind 1%, LDHA inh 3, TrxR1 substrate -1%, RGS4 inhibitor 8%[11.4 µM], Vif-APOBEC3G blk -5%, Vif-A3F inh -2%, USP1 inh -15%, IDH1 R132H inh -10% and TrxR1 inh -13%.
